Screening results deposited in PubChem BioAssay by several laboratories.
MC4R antag cAMP = human MC4R antagonism in cAMP assay; MC4R-expressing cells, MTII-stimulated cAMP, LANCE TR-FRET; hit rate 0.48% among 360,000; AID 540295; inhibition, % at 6.5 µM; P32245;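 active = inhibition above its plate's cutoff, the mean of tested wells on that plate plus 3 SD, cut at about 29% in these data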;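 also: 0% = Melanotan II alone and 100% = Melanotan II plus saturating MCL0020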
Target sequence (P32245 whole entry, looked up): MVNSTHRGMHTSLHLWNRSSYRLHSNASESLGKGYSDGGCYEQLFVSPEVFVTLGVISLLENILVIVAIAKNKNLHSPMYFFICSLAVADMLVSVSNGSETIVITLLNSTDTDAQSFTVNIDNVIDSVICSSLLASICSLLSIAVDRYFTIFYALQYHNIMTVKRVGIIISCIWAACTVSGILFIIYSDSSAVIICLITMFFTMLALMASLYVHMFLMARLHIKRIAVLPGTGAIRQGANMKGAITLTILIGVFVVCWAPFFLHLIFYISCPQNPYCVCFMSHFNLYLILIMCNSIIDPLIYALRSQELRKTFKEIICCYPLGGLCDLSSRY
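material = U2OS cells stably expressing human melanocortin 4 receptor (MC4R) | also added = Melanotan II challenge | dosing = single nominal compound dose of 6.5 µM | detection = TR-FRET with Eu-cAMP and labeled anti-cAMP, 671 nm | replication = singlicate | timing = compound 30 min, challenge 1 h, detection 1 h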
LMP1 NFkB inh = Epstein-Barr LMP1 NF-kappaB reporter inhibition; hit rate 0.69% among 350,000; inhibition, % at 12.5 µM; LMP1-induced NF-kappaB luciferase reporter cells, luminescence; in the data active = inhibition above about 41%;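 also: 0% = neutral control wells and 100% = reference inhibitor control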
MC4R ag barr = human MC4R agonism via beta-arrestin | P32245 | U2OS MC4R beta-arrestin complementation, luminescence; percent of melanotan II response, DMSO zero | activation, % at 8.9 µM | hit rate 0.98% among 360,000 | AID 540308;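 active = activation above a per-plate cutoff, the mean activation of sample wells on that plate plus 3 SD, cut at about 8% in these data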
ABHD5 PLIN5 PPI = ABHD5-PLIN5 protein interaction inhibition; Q00G26+Q8WTS1; inhibition, % at 4 µM; Split G. princeps luciferase complementation, luminescence, 4 h; hit rate 0.78% among 360,000;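 active = inhibition above the mean inhibition across every tested compound plus 3 SD, cut at about 22% in these data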;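 also: 0% = DMSO only wells and the 100% control is not disclosed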
NCOA2 inhibitor = inhibits human steroid receptor coactivator 2. Q15596. HEK293 GAL4-SRC2 luciferase reporter, luminescence. inhibition, % at 9 µM. hit rate 0.17% among 370,000;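 active = inhibition above the mean inhibition of all tested compounds plus 3 SD, set per campaign, cut at about 52% in these data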;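 also: 0% = DMSO treated cells and 100% = cells given Gossypol at 36 µM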
COUP-TFII inh = NR2F2 (human) inhibition, primary screen | P24468 | HEK293T NGFI-A luciferase reporter, luminescence | inhibition, % at 8.6 µM | hit rate 0.7% among 370,000 | AID 686940;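 active = inhibition above a per-plate cutoff, mean inhibition of test wells between control levels plus 3 SD, cut at about 38% in these data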;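 also: cells cotransfected with COUP-TFII expression vector driving the NGFI-A reporter; 0% = median of COUP-TF2 test wells and 100% = reporter-only cells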
Target sequence (P24468 whole entry, looked up): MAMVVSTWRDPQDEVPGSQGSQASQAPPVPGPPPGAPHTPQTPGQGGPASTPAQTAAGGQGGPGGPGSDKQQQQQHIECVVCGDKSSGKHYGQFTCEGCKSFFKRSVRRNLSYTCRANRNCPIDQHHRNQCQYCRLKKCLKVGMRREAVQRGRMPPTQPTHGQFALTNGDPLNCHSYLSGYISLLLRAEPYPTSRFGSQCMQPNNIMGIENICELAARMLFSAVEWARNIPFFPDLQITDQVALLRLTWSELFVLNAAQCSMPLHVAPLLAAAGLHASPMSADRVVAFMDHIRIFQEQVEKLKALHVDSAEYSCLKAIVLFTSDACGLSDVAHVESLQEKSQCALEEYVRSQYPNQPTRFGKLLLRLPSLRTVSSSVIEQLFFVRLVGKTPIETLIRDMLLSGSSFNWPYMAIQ
NCOA3 inh = inhibitors of human steroid receptor coactivator 3 (SRC3); HEK293 GAL4-SRC3 luciferase reporter, luminescence; inhibition, % at 3.6 µM; hit rate 0.17% among 360,000; Q9Y6Q9; AID 588352;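 active = inhibition above a per-campaign cutoff, the mean of all compounds plus 3 SD, cut at about 60% in these data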;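 also: 0% = DMSO-treated cells and 100% = gossypol-treated cells at 36 µM; higher means less SRC3-driven luciferase light from the GAL4 reporter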
NOD2 RIPK2 PPI = NOD2-RIPK2 protein interaction inhibition; O43353; CHO BLA complementation NOD2-RIPK2, CCF4 ratio; inhibition, % at 4.98 µM; hit rate 0.38% among 360,000; in the data active = inhibition above about 21%;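 also: 0% = vehicle only and 100% = reference blocker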
LRH-1 inv ag = suppresses constitutive activity of human LRH-1 | HEK293T StAR-luciferase reporter, LRH-1 transfected, 24 h | inhibition, % at 3.6 µM | hit rate 0.13% among 360,000 | AID 602396;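 active = inhibition above the mean inhibition of all tested compounds plus 3 SD, cut at about 73% in these data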;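 also: 0% = DMSO wells and 100% = reporter-only cells lacking LRH-1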
TLR9-MyD88 inh = inhibitors of human TLR9-MyD88 binding. Q9NR96+Q99836. CHO BLA complementation TLR9-MyD88, CCF4 FRET ratio. inhibition, % at 4.98 µM. hit rate 0.21% among 340,000. AID 504734;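 active = inhibition above the mean over all tested compounds plus 3 SD, cut at about 21% in these data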;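 also: 0% = DMSO only wells and 100% = clavulanate BLA inhibitor control wells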
SRC1 inh = inhibits human SRC1 coactivator; AID 588354; hit rate 0.12% among 360,000; inhibition, % at 3.6 µM; Q15788; HEK293 GAL4-SRC1 luciferase reporter, luminescence;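 active = inhibition above the campaign mean plus 3 SD, with each screening campaign given its own cutoff, cut at about 60% in these data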;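 also: 0% = DMSO treated cells and 100% = gossypol at 36 µM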
Starred values were filed as active, the others as inactive; x = no result given.

SMILES	MC4R antag cAMP	LMP1 NFkB inh	MC4R ag barr	ABHD5 PLIN5 PPI	NCOA2 inhibitor	COUP-TFII inh	NCOA3 inh	NOD2 RIPK2 PPI	LRH-1 inv ag	TLR9-MyD88 inh	SRC1 inh
NC(=O)[C@@H]1CCCN1C(=O)c1ccc2oc(CCc3ccccc3)nc2c1	3	-6	-2.8	2	-20	-13	-7	-1	-41	-7	-21
O=C(CN1C(=O)c2cccnc2Oc2ccc(Cl)cc21)N1CCOCC1	1	-5	-0.6	-3	13	1	-4	-3	10	1	3
COc1cccc(NC(=O)c2ccc(S(=O)(=O)NCc3cccnc3)cc2)c1	2	6	-2.1	1	-15	20	1	0	-4	-1	3
O=C1/C(=C/c2ccc3c(c2)OCO3)Oc2cc(OCC(=O)N3CC(O)C[C@H]3C(=O)O)ccc21 (stereo partly specified)	-12	-7	-1.5	-9	x	x	-5	1	2	3	-7
CN(C)c1ccc(-c2ccnc3c2CC(C)(C(=O)NCc2ccc(F)c(F)c2)O3)cc1 (stereo unspecified)	1	x	-0.8	-3	6	11	-3	2	0	x	0
COC(=O)c1ccc(Nc2ccc3nonc3c2[N+](=O)[O-])cc1	4	2	-1.4	-1	6	-4	2	-3	-1	-2	-53
CC1(C)CC(=O)C=C(Nc2ccc(Cl)c(Br)c2)C1	-4	9	-1.8	-5	0	4	11	-5	-4	2	-21
O=[N+]([O-])c1ccccc1/C=C/CN1CCSCC1	-1	-3	-1.1	0	-1	4	2	-4	9	-20	-4
CC(=O)c1c(C)[nH]c(C(=O)OCCOc2ccccc2)c1C	-12	33	-1.9	-1	-32	10	-14	7	-61	7	-49
COc1ccc(C(=O)Nc2nc(CC(=O)NCc3ccc(F)cc3)cs2)cc1	7	-6	-1.6	4	-40	-8	-13	-17	-30	1	-25
COCCn1c(SCC(=O)c2c(-c3ccccc3)n(C)c3ccccc23)nnc1-c1ccncc1	-6	1	-2.9	-1	-11	-4	6	-3	7	-5	3
CC(=O)c1ccc(NCC2COc3ccccc3O2)c([N+](=O)[O-])c1 (stereo unspecified)	-5	-42	0.0	0	-80	-51	-117	5	-99	-8	-106
COc1ccc(S(=O)(=O)N2CCOC2CNC(=O)C(=O)NCCN2CCOCC2)cc1 (stereo unspecified)	1	-2	-3.0	-1	4	0	15	-3	17	5	6
COc1ccccc1OCCOCCOc1ccc(C)cc1Br	-2	-3	-2.4	-7	-1	0	7	-1	-5	-12	-10
COc1ccccc1C1CC(c2ccc(NS(C)(=O)=O)cc2)=NN1S(=O)(=O)c1ccccc1 (stereo unspecified)	11	-9	-4.0	-1	4	3	18	-2	-4	-5	12
Cc1cc(NC(=O)c2ccc([N+](=O)[O-])cc2)n(CCC#N)n1	13	0	-1.4	7	15	-26	4	-8	-6	5	-6
COc1ccc(S(=O)(=O)Nc2cc(C)ccn2)cc1OC	10	6	-2.5	1	19	2	10	2	3	-3	4
CC(C)c1ccc(/C=C/C(=O)NC(=S)Nc2ccc(CN3CCOCC3)cc2)cc1	14	11	0.6	-11	-3	-18	21	3	4	4	2
COC(=O)c1cccc(NC(=O)CN2CCC(NC(=O)c3cc(OC)c(OC)c(OC)c3)CC2)c1	15	4	-0.6	0	2	3	8	-12	17	4	0
COCCNC(=O)COC(=O)c1cc(-c2ccc(OC)cc2)nc2ccccc12	12	4	-1.8	1	-30	10	-2	-6	-35	-13	-34

An excerpt from above in order of molar mass, lowest first.
SMILES	MC4R antag cAMP	LMP1 NFkB inh	MC4R ag barr	ABHD5 PLIN5 PPI	NCOA2 inhibitor	COUP-TFII inh	NCOA3 inh	NOD2 RIPK2 PPI	LRH-1 inv ag	TLR9-MyD88 inh	SRC1 inh
COC(=O)c1ccc(Nc2ccc3nonc3c2[N+](=O)[O-])cc1	4	2	-1.4	-1	6	-4	2	-3	-1	-2	-53
COCCNC(=O)COC(=O)c1cc(-c2ccc(OC)cc2)nc2ccccc12	12	4	-1.8	1	-30	10	-2	-6	-35	-13	-34
COC(=O)c1cccc(NC(=O)CN2CCC(NC(=O)c3cc(OC)c(OC)c(OC)c3)CC2)c1	15	4	-0.6	0	2	3	8	-12	17	4	0

Later entries:
SMILES	MC4R antag cAMP	LMP1 NFkB inh	MC4R ag barr	ABHD5 PLIN5 PPI	NCOA2 inhibitor	COUP-TFII inh	NCOA3 inh	NOD2 RIPK2 PPI	LRH-1 inv ag	TLR9-MyD88 inh	SRC1 inh
CCN(CC)C(=O)CSc1nc2nc(C)cc(C)c2c(=O)[nH]1	2	10	0.5	4	4	-4	-14	-1	16	5	-26
Cc1cccc(NC(=O)c2nc[nH]c2C(=O)NCc2ccccc2)c1	1	2	0.2	-9	12	3	-3	7	10	0	-13
Cc1ccc(C(=O)N2CCN(c3ncccn3)CC2)cc1NC1=NC2CS(=O)(=O)CC2S1 (stereo unspecified)	-3	-7	-1.6	1	7	19	21	-3	12	-10	-3
Cc1c(C(=O)NCc2ccccn2)oc2ccc(S(=O)(=O)N3CCOCC3)cc12	14	-6	-3.5	-6	-7	12	9	-2	-13	-12	11
COC(=O)c1sccc1NC(=O)Nc1ccc(OC)cc1OC	18	0	-2.6	-3	-4	-3	24	-8	-6	-13	-3
CCOc1ccccc1C(=O)NCC(=O)N(C)CC(=O)Nc1ccc(N2CCOCC2)cc1	-6	-1	-0.7	-7	-42	0	-48	7	-4	-2	-6
Cc1ccc(C)c(NC(=O)CSc2n[nH]c(-c3ccccn3)n2)c1	27	26	1.2	-12	22	19	6	4	-9	10	13
Cc1sc(NC(=O)c2ccco2)c(C(c2cccnc2)N2CCC(C)CC2)c1C (stereo unspecified)	8	12	0.7	1	10	51*	27	0	29	-13	31
CCC(=O)NCC(c1ccco1)N1CCN(c2ccc(OC)cc2)CC1 (stereo unspecified)	5	6	-0.1	-2	-10	6	15	4	-12	-8	4
CC(C)C(=O)Nc1ccc(C(=O)NNC(=O)CCc2ccccc2)cc1	4	-2	-1.5	5	11	-8	2	-9	4	-7	-13
CCCc1ccc(OCC(=O)O)cc1	-6	4	0.9	-1	-3	11	10	-7	0	4	7
Cn1nccc1C(=O)OCC(=O)Nc1ccccc1	9	3	2.6	-1	-20	-17	3	2	-2	0	-13
CC(C)Cc1nnc(NC(=O)CCc2c[nH]c3ccccc23)s1	11	-8	3.7	-5	1	9	11	-2	7	7	-11
COc1cccc(C2(O)CCN(C(=O)c3cccs3)CC2)c1	5	0	1.9	-3	-9	3	-11	-4	-4	1	-19
C=CC(=O)OCCOCCOCCOCCOC(=O)C=C	-1	83*	-0.8	-6	-19	-3	-22	6	-25	-7	-21
C=CCOC(=O)CCCCCCCC	4	-5	-1.7	3	-7	9	18	-10	9	-12	-6
O=[N+]([O-])c1ccc(-[n+]2nc(-c3ccccc3)nn2-c2ccccc2)cc1	9	1	0.8	-5	-26	13	3	9	13	16	-4
O=C(Nc1ccc2c(c1)C(N1CCOCC1)c1ccccc1-2)C(F)(F)F (stereo unspecified)	5	-3	-0.4	3	-10	-6	15	-2	-17	6	10
Cc1cnc(C(=O)OCC(=O)N2c3ccccc3CC2C)cn1 (stereo unspecified)	9	0	-0.2	3	13	4	14	2	8	-8	19
Cc1cc(C)c(NC(=O)CCCN2CCOCC2)c(C)c1	7	-18	-0.8	0	-14	8	2	-8	9	-5	12
Cc1ccc(-c2nnc(-c3ccccc3)o2)cc1	6	7	-2.4	-2	-66	-46	-64	1	-115	-1	-123
O=C(Cc1cccs1)N1CCN(S(=O)(=O)c2ccc(Cl)c(C(F)(F)F)c2)CC1	3	-2	0.0	9	8	2	-1	-4	-1	-2	-10
COc1ccccc1-c1nnc2sc(-c3cnccn3)nn12	3	4	-1.8	-2	-9	19	-12	-8	20	2	-18
CCN(CC(=O)Nc1c(F)cccc1F)C(=O)C1CCN(c2ncnc3sc(C)c(C)c23)CC1	15	5	-1.0	-5	11	12	12	-11	6	0	6
CC1(c2nnc(-c3ccccc3)o2)CC(c2c(Cl)cccc2Cl)=NO1 (stereo unspecified)	5	-2	-0.1	-4	-3	-4	-5	5	15	6	6
CCN(CC(=O)Nc1ccccc1OC)C(=O)c1cccc(-n2cccc2)c1	2	9	0.5	4	4	-1	12	-1	-8	10	-1
CCN1CCN(CCOc2ccc(Cl)cc2)CC1	6	1	-0.9	-1	-34	-25	3	-9	4	7	-6
CC(NCCC(c1ccccc1)c1ccccc1)c1ccccc1 (stereo unspecified)	1	-1	5.1	1	3	-2	-14	-7	-9	-5	-4
COc1ccc(CNc2nc3ccccc3n2C)c(O)c1	11	-24	-0.7	-2	-64	-60	-43	3	-139	-2	-83
Cc1cc(-c2ccccc2)nc(SC(C(=O)O)c2ccccc2)n1 (stereo unspecified)	13	-2	-4.7	-2	-45	1	-6	-5	7	-5	-9
COc1ccccc1CC(NC(C)=O)C(=O)NC1CCN(S(=O)(=O)c2ccccc2)CC1 (stereo unspecified)	4	-7	1.6	4	-7	-8	3	8	4	-8	-3
Cc1ccc(NC(=O)COC(=O)c2cccc(C)c2[N+](=O)[O-])cc1S(=O)(=O)N1CCCCC1	4	-6	-2.2	-5	-5	2	-5	-16	4	-8	-2
Cc1ccc(NC(=O)CN(C)S(=O)(=O)c2cccs2)cc1F	-5	-24	0.7	11	-26	-10	-25	0	-61	0	-35
C/C(=N/NS(=O)(=O)c1ccc(Br)cc1)c1ccc(C)o1	-1	-8	-2.5	1	-17	0	27	-12	12	3	-11
Clc1cccc(Cl)c1NC1=NCCC1	1	-11	3.1	-1	-11	-7	-17	-1	20	1	-13
COc1ccc(-c2c(-c3ccc(OCC(=O)NN)cc3O)n[nH]c2C)cc1	2	-3	-0.2	-2	-8	-4	8	3	2	-8	-5
O=C(O)c1cccc(N2C(=O)c3cccc(Oc4ccc(Cl)cc4)c3C2=O)c1	8	7	-0.6	2	-4	-17	6	-2	-14	-9	12
CCOC(=O)COc1ccc(Oc2nc(C)cc(OC)n2)nn1	8	-1	-2.8	3	-26	-26	-3	-14	6	6	-2
CN1CCC(N(C)C(=O)c2ccc(Cl)c(S(=O)(=O)Nc3ccc(Cl)cc3)c2)CC1	3	0	-1.5	-2	20	-3	4	6	7	5	-5
COc1cc(N=Nc2cccc(S(N)(=O)=O)c2)c2ccccc2c1N	7	-22	-3.7	14	-86	-94	-1	-3	36	-4	-40
CC1=C/C(=N\OC(=O)/C=C/c2ccccc2)C(C)=CC1=O	-1	4	3.9	6	-6	-4	-2	4	-7	2	3
CCc1noc(C)c1C(=O)Nc1nc(-c2ccccc2)cs1	7	-24	-2.8	-1	-10	-2	-25	4	-90	-7	-58
CCOC(=O)C1=C(C)N(c2ccccc2)C(=O)/C1=C\c1ccc(O)c(OC)c1	-3	10	-2.0	26*	3	-1	2	-9	23	1	-10
C=CCN1c2ccccc2[C@]23C[C@@H](C(=O)OC)N(C(=O)C4CCC4)C2=NC(C(=O)OC)=C(C(=O)OC)[C@H]13	-2	0	-1.2	-2	-6	-5	-4	-6	-5	-6	-4

Some of the compounds tested, so the mix of outcomes need not match the whole.
